# Assay outcomes deposited in PubChem by several laboratories.
# TRPC4 potent: positive allosteric modulators of TRPC4, primary screen, cell-based, mouse TRPC4beta, HEK293 mu-opioid, Fluo-4 calcium; Short transient receptor potential channel 4 (Mus musculus), Q9QUQ5; DAMGO EC20, Fluo-4 Ca2+ flux; stronger effect = higher value; B-score at 10 µM; 0.42% of 310,000 active; AID 2227, 2009;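 active = B-score of calcium response area above 5 SD of library B-scores, with initial fluorescence ratio within 5 SD of library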;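 also: B-score of integrated fluorescence ratio over time as area under calcium response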
# KCNK9 block: KCNK9 potassium channel inhibitors, primary screen, HEK293 cells, thallium flux | Potassium channel subfamily K member 9 (Homo sapiens), Q9NPC2 | B-score at 10 µM | FluxOR thallium flux fluorescence; stronger effect = lower value | 1.2% of 310,000 active;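 active = ratio B-score over 3 SD below the library mean, with starting fluorescence within 5 SD of its mean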;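 also: negative B-score means less thallium flux so channel inhibition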
# Target sequence (Q9NPC2 whole entry, looked up): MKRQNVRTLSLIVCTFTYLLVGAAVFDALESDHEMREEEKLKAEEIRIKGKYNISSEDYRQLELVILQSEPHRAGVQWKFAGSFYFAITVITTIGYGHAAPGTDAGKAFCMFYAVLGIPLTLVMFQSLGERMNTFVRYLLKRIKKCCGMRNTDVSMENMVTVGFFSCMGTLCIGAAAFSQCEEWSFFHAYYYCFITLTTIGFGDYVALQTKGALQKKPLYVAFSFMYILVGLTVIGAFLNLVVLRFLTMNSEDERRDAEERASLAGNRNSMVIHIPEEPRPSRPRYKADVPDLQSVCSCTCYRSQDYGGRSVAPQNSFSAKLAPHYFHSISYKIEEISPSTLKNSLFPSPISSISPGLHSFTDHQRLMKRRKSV
# KCNQ1 act: potentiators or activators of KCNQ1 channel, primary screen, cell-based, thallium flux, high-throughput; Potassium voltage-gated channel subfamily KQT member 1 (Homo sapiens), P51787; CHO-K1 KCNQ1, thallium flux FluxOR fluorescence; stronger effect = higher value; B-score at 10 µM; 0.35% of 310,000 active; AID 2648, 2010;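 active = fluorescence ratio B-score, a plate-corrected score, at least three library SD, with initial intensity B-score within 5 SD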
#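 assay system = CHO-K1 cells stably expressing KCNQ1 | medium = assay buffer, equal DMSO in all wells | timing = 37 °C overnight plating, 90-min dark dye load, 20-min compound pretreatment | measured by = kinetic FluxOR thallium fluorescence, 10-s 1-Hz baseline, 110-s post-stimulus read | measure = fluorescence change relative to baseline, converted to B score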
# PolyA inh: polyadenylation inhibitors in yeast reporter cells, primary screen, luminescence, S. cerevisiae | S. cerevisiae SKY197-pL101 polyadenylation reporter, beta-gal luminescence; efflux-impaired pdr1/pdr3 knockout yeast; score 100 = 6 SD above DMSO | calls only at 12 µM | 0.02% of 300,000 active;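 active = lowest replicate activity score at least 50, where 100 means six control SD above control mean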;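 also: yeast exposed to compound for 9 h at 30 °C; higher score means more reporter readthrough which indicates perturbed polyadenylation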
# KCNK3 block: human KCNK3 channel inhibitors, primary screen, CHO cells, FluxOR thallium flux, B-score | Potassium channel subfamily K member 3 (Homo sapiens), O14649 | FluxOR fluorescence; stronger effect = lower value | B-score at 10 µM | 0.84% of 340,000 active;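 active = B-score under library mean minus 4 SD, starting fluorescence ratio at most library mean plus 5 SD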;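 also: more negative B-score means stronger inhibition of thallium flux through KCNK3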
# Target sequence (O14649 whole entry, looked up): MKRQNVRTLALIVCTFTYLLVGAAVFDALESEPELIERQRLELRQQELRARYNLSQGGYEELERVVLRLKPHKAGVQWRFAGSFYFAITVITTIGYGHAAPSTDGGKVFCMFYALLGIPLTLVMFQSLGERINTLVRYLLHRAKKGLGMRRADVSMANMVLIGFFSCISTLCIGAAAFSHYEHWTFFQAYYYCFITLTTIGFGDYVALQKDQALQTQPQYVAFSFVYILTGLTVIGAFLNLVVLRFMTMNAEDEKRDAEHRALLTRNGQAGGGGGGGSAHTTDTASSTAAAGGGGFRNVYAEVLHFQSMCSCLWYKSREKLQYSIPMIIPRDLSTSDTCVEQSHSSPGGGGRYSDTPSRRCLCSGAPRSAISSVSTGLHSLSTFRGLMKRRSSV
# TRPC4 inh: inhibitors of mouse TRPC4 channel, primary screen, Fluo4 calcium, HEK293 TRPC4beta/mu-opioid cells; B-score at 10 µM; DAMGO-evoked Fluo4 calcium flux; stronger effect = lower value; Short transient receptor potential channel 4 (Mus musculus), Q9QUQ5; 0.39% of 300,000 active;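 active = B-score over 3 SD under the library average, no early fluorescence shift, positive overall ratio signal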
#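 Assay system: HEK293 cells with stable TRPC4beta plus mu-opioid receptor expression; Probe or stimulus: DAMGO in two steps, submaximal then maximal; Dosing: single-point compound dosing; Measured by: Fluo4 calcium-dye fluorescence, kinetic read; Read-out basis: B score from integrated Fluo4 fluorescence ratio.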
# DYRK1A inh: rat Dyrk1A kinase inhibitors, primary screen, biochemical, single point, plate reader. inhibition, % at 12.5 µM. AID 504441, 2011. 0.43% of 310,000 active. ADP-Glo luminescence, NFATc1 peptide; in the data active = inhibition above about 50%;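 also: plate controls were vehicle with enzyme for no effect and no enzyme for full effect; many of its hits are not listed in these tables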
# TRPC4 act: activators of mouse TRPC4 channel, primary screen, Fluo4 calcium, HEK293 TRPC4beta/mu-opioid cells; Fluo4 calcium fluorescence; stronger effect = higher value; B-score at 10 µM; 0.49% of 310,000 active; AID 2237, 2010;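 active = B-score above 5 SD of library B-scores, and initial fluorescence ratio not above library mean plus 5 SD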;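 also: positive B-score marks a calcium rise read as TRPC4 activation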
#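 System – HEK293 cells stably co-expressing mouse TRPC4beta and mu-opioid receptor · Signal – Fluo4 calcium-sensitive dye fluorescence, kinetic, 1 Hz baseline · Benchmarks – buffer (low) and maximal DAMGO (high) · Read-out – B score of integrated fluorescence ratio per well · Incubation – dye loading 45 min room temperature, 110 s kinetic read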
# KCNQ1 inh: inhibitors of human KCNQ1 channel, primary screen, cell-based, thallium flux, high-throughput | Potassium voltage-gated channel subfamily KQT member 1 (Homo sapiens), P51787 | CHO-K1 KCNQ1, FluxOR thallium flux fluorescence; stronger effect = higher value | B-score at 10 µM | 1.3% of 310,000 active;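 active = compounds whose thallium flux B-score, printed positive for inhibition, exceeds three library SD while starting fluorescence stays within three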;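 also: channel opened by potassium depolarization with thallium stimulus after 20 min compound exposure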
# Platelet DG rel: inhibitors of platelet dense granule secretion, primary screen, cell-based, MLPCN, human platelets; human platelet-rich plasma, SFLLRN dense granule ATP release, luminescence; inhibition, %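 (compounds screened at 7.5 µM in platelet-rich plasma)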; 0.22% of 300,000 active; AID 1663, 2009;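 active = mean replicate score, as percent of positive control, at or above 50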
# hERG rescue: hERG rescue from dofetilide block, primary screen, cell-based, CHO-hERG, FluxOR thallium flux, dofetilide IC70; 0.51% of 310,000 active; dofetilide IC70 present; Voltage-gated inwardly rectifying potassium channel KCNH2 (Homo sapiens), Q12809; AID 1511, 2009; activation (rescue from dofetilide block), less the hit threshold, % at 10 µM;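 active = activation above the mean of controls blocked by dofetilide plus 5 SD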;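 also: thallium influx through hERG after potassium depolarization seen as dye fluorescence rise; in these data hits start at about 4.7%; inactives centre near -7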
# Active calls of the source: *; i = inactive; . = no result given.
# Results follow in this order: TRPC4 potent	KCNK9 block	KCNQ1 act	PolyA inh	KCNK3 block	TRPC4 inh	DYRK1A inh	TRPC4 act	KCNQ1 inh	Platelet DG rel	hERG rescue
CS(=O)(=O)Nc1cccc(C2=NN(C(=O)c3cccc([N+](=O)[O-])c3)C(c3cccs3)C2)c1 (stereo unspecified)
 : i	i	i	i	i	i	-1.1	i	i	8.3	-7.2
O=C(N/N=C/c1cccnc1)c1ccc2c(c1)OCCO2
 : i	i	i	i	i	i	-0.1	i	i	2.7	-3.9
O=C(O)CCC(=O)Nc1ccc(OCC2CCCO2)cc1 (stereo unspecified)
 : i	i	i	i	i	i	.	i	i	-0.5	-4.4
CN1C(=O)CSc2ccc(NC(=O)N3CCC(N4CCCCC4)CC3)cc21
 : i	i	i	i	i	i	.	i	i	3.9	-7.7
COc1ccc(Oc2nc(C)nc3c2oc2ccccc23)cc1
 : i	i	i	i	i	i	1.6	i	i	-0.9	-8.9
CC(C)CC(c1nnnn1C1CCCC1)N1CCN(C(=O)c2ccco2)CC1 (stereo unspecified)
 : i	i	i	i	i	i	10.2	i	i	5.5	-12.7
O=C(CCNC(=O)c1ccc([N+](=O)[O-])cc1)Nc1cccc(S(=O)(=O)N2CCCCC2)c1
 : i	i	i	i	i	i	-4.4	i	i	-12.6	-10.2
CC(Oc1cccc2cccnc12)C(=O)N/N=C/c1ccccc1 (stereo unspecified)
 : i	i	i	i	i	i	-1.7	i	i	-0.7	-4.2
O=C(O)CC(c1ccc(Cl)cc1)N1Cc2ccccc2C1=O (stereo unspecified)
 : i	i	i	i	i	i	-2.0	i	i	2.6	-7.1
O=C(O)CNS(=O)(=O)Cc1ccccc1
 : i	i	i	i	i	i	5.0	i	i	-0.3	-13.7
Cc1noc(C)c1CSc1ccc(Br)cc1
 : i	i	i	i	i	i	0.6	i	i	2.9	-1.9
CN(C)S(=O)(=O)N1CCc2ccc(NC(=O)c3ccc(C(F)(F)F)cc3)cc2C1
 : i	i	i	i	i	i	-0.8	i	i	-0.3	-6.6
CCc1nc(SCC(=O)NCc2ccco2)c2c3c(sc2n1)CCCC3
 : i	i	i	i	i	i	1.0	i	i	5.6	-10.6
CCN(CC)c1cc(C)c(C#N)c2nc3ccccc3n12
 : i	i	i	i	i	i	0.2	i	i	7.9	-2.2
O=C(COc1ccc2ccc(=O)oc2c1)N1CCN(c2ccccc2)CC1
 : i	i	i	i	i	i	.	i	i	-12.9	-10.9
Cc1cc(NC(=S)N(CCN2CCCCC2)Cc2ccco2)ccc1Cl
 : i	-8.19*	i	i	-11.4*	i	-9.1	i	i	4.5	-12.7
CC(=O)c1ccc(OCc2cc(C(=O)NCCn3nc(C)cc3C)no2)cc1
 : i	i	i	i	i	i	-8.7	i	i	-11.6	-13.6
COc1cc(/C=C/C(=O)NCCN2CCOCC2)cc(OC)c1OC
 : i	i	i	i	i	i	-4.8	i	i	-7.3	-14.7
COc1ccc(C(C)C)cc1S(=O)(=O)n1ccnc1C
 : i	i	i	i	i	i	2.1	i	i	-4.0	-8.8
Cc1cccc(C)c1NC(=O)NNC(=O)c1cc(C(C)(C)C)nn1Cc1ccccc1
 : i	i	i	i	i	i	20.6	i	i	2.4	-3.8
Cc1cccc(/C=c2\s/c(=C\C(=O)C(C)(C)C)[nH]c2=O)c1
 : i	i	i	i	i	i	-2.1	i	i	16.8	2.0
CCCC(c1nnnn1Cc1ccco1)N1CCC(C(N)=O)CC1 (stereo unspecified)
 : i	i	i	i	i	i	7.1	i	i	-0.8	-9.6
COc1ccc(-c2nn(-c3ccccc3)cc2/C=C/C(=O)O)cc1[N+](=O)[O-]
 : i	i	i	i	i	i	5.4	i	i	-4.1	-11.4
CSc1ccc(S(=O)(=O)N2CCC(C(=O)NCCCn3ccnc3)CC2)cc1
 : i	i	i	i	i	i	13.0	i	i	-2.7	-5.7
O=C(NCc1ccco1)c1cccc(NC(=O)c2ccco2)c1
 : i	i	i	i	i	i	7.9	i	i	-15.3	-13.3
CC(C)(C)n1nc2c(c1NC(=O)Cc1ccc(F)cc1)CS(=O)(=O)C2
 : i	i	i	i	i	i	1.5	i	i	-8.3	-3.5
COc1ccccc1NS(=O)(=O)c1ccc(N/N=C/c2c(C)nn(-c3ccccc3)c2N2CCCC2)c([N+](=O)[O-])c1
 : i	i	i	i	i	i	1.1	i	i	3.0	-7.0
CC1=C(C(=O)Nc2ccccc2)C(c2ccccn2)n2nc(CCCO)nc2N1 (stereo unspecified)
 : i	i	i	i	i	i	.	i	i	10.7	-5.7
Cc1ccc(CNC(=O)CCCN2C(=S)NC(C)(C)CC2C)cc1 (stereo unspecified)
 : i	i	i	i	i	i	.	i	i	-2.7	-11.3
CCCN1C(=O)/C(=N\OCC(=O)Nc2ccc(C(C)C)cc2)c2ccccc21
 : i	i	i	i	i	i	0.3	i	i	-4.2	-2.5
CN(C(=O)COc1ccc(Oc2ccccc2)cc1)C1CCS(=O)(=O)C1 (stereo unspecified)
 : i	i	i	i	i	i	-2.0	i	i	-1.8	-6.2
O=C(CCCN1Cc2ccccc2C1)c1ccc(F)cc1
 : i	i	i	i	i	i	-0.2	i	i	-10.9	-4.8
O=C(Nc1ccc2oc(-c3ccncc3)nc2c1)c1cccs1
 : i	i	i	i	i	i	10.2	i	i	-15.6	-4.0
Clc1ccccc1/C=N/Nc1cc(N2CCOCC2)ncn1
 : i	i	i	i	i	i	4.3	i	i	-4.0	-2.6
Cn1c(CNC(=O)C(Cc2ccccc2)NC(=O)c2ccccc2F)cc(=O)n(C)c1=O (stereo unspecified)
 : i	i	i	i	i	i	-3.4	i	i	3.4	-8.3
CCOc1ccc(C(NC(C)=O)c2ccc(OC)c(OC)c2)cc1 (stereo unspecified)
 : i	i	i	i	i	i	-0.7	i	i	3.9	-5.0
Cn1nc(C(C)(C)C)cc1NC(=O)Nc1ccc(F)cc1F
 : i	i	i	i	i	i	.	i	i	14.7	-8.2
O=C(Nc1cccc(F)c1)N1C2CCC1CC(O)(c1cccnc1)C2 (stereo unspecified)
 : i	i	i	i	i	i	2.3	i	i	1.1	-15.2
O=C(CN1CCN(CC(=O)Nc2ccc3c(c2)OCO3)CC1)Nc1ccc(F)cc1
 : i	i	i	i	i	i	-4.7	i	i	4.4	-8.8
CCOc1ccccc1N(CC(=O)NCc1ccc(OC)cc1)S(C)(=O)=O
 : i	i	i	i	i	i	1.5	i	i	11.1	-11.1
O=C(Cc1ccc(F)cc1)Nc1ccccc1Sc1ccccc1
 : i	i	i	i	i	i	.	i	i	-9.8	-3.0
COc1cc(C)c(Br)cc1S(=O)(=O)NCc1cccs1
 : i	i	i	i	i	i	.	i	i	8.6	-9.9
CCC1=Nc2cc(C(=O)O)ccc2Sc2ccccc21
 : i	i	i	i	i	i	-20.7	i	i	3.5	-6.0
O=C1c2ccccc2C(=O)c2c1cccc2N(CCO)CCO
 : i	i	i	i	i	i	24.0	i	i	-8.3	-11.8
CCn1nc(NS(=O)(=O)c2ccc(F)cc2)c2cc3cccc(C)c3nc21
 : i	i	i	i	i	i	-7.7	i	i	20.4	-6.1
CC(NC(=O)c1ccccc1NC(=O)c1ccncc1)c1ccccc1 (stereo unspecified)
 : i	i	i	i	i	i	4.6	i	i	-1.1	-6.6
Cc1onc(-c2c(F)cccc2Cl)c1C(=O)N(C)C1CCCCC1
 : i	i	i	i	i	i	-3.9	i	i	-15.5	-3.1
O=c1oc2ccccc2cc1-c1nc2c(s1)CCc1ccccc1-2
 : i	i	i	i	i	i	-3.2	i	i	-3.9	-6.4
Cc1c(C(=O)O)sc2nc3n(c(=O)c12)CCC(C)CC3 (stereo unspecified)
 : i	i	i	i	i	i	-5.7	i	i	-2.0	0.9
Cc1cc(CNC(=O)COc2ccc(F)cc2F)c2ccccc2n1
 : i	i	i	i	i	i	-2.2	i	i	5.1	-14.3
C=CCN(CC=C)S(=O)(=O)c1ccc(NC(=S)NC(=O)c2ccc(-c3ccccc3)cc2)cc1
 : i	i	i	i	i	i	1.5	i	i	13.8	-4.6
CC(=O)N/C(=C\c1ccc(F)cc1)C(=O)N(C)C
 : i	i	i	i	i	i	8.3	i	i	-5.5	-7.7
CC(C)(C)OC(=O)CNC(=O)c1nc[nH]c1C(=O)N1CCNCC1
 : i	i	i	i	i	i	-2.7	i	i	-2.0	-13.6
Cc1sc2nc(CN3CCOCC3)[nH]c(=S)c2c1C
 : i	i	43*	i	i	i	16.7	i	i	0.3	52.5*
O=C(Nc1nccs1)C(=O)c1c[nH]c2ccccc12
 : i	i	i	i	i	i	6.4	i	i	.	-6.4
N#Cc1cc2c(=O)n3ccccc3nc2n(Cc2ccco2)c1=NC(=O)c1ccco1
 : i	i	i	i	i	i	11.0	i	i	-5.1	-2.5
Cc1oc(C(C)(C)C)cc1C(=O)N1CCN(c2ncccc2C(F)(F)F)CC1
 : 11*	i	i	i	i	i	14.6	i	i	3.0	-9.9
Cc1ccccc1-c1nc2cc(Cl)ccc2c(=O)o1
 : i	i	i	i	i	i	18.1	i	i	1.5	-8.1

# An excerpt. The share of hits here may be higher or lower than overall.
